Assay outcomes: PubChem, National Center for Advancing Translational Sciences (NCATS)
TRb SRC2 PPI: qHTS for Inhibitors of the Interaction of Thyroid Hormone Receptor and Steroid Receptor Coregulator 2. hit rate 0.065% among 280,000. AID 1469, 2008. Thyroid hormone receptor beta (Homo sapiens), P10828. TRbeta-SRC2 peptide binding, fluorescence polarization; receptor liganded with 1 µM T3. Potency, µM (doses to about 106 µM), without a hit: at the top dose activity change, negative = inhibition, usual class: inhibitors;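 further: plate controls were bound peptide for no effect and peptide without receptor for full effect; nearly all actives have a fitted effect of over 50% in size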
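Quantitative HTS by FP: 0.6 uM TRb LBD, 20 nM labeled SRC2 20-mer, 1 uM T3, 5% DMSO; 5 hr ambient incubation; % activity per concentration and potencies from concentration series.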
Tau fibril FP: qHTS for Inhibitors of Tau Fibril Formation, Fluorescence Polarization | K18 P301L tau heparin fibrillization, Alexa594 FP, 6 h | Potency, µM (top dose mostly 57.7 µM), for the others: top-dose activity, negative = inhibition, hits mostly inhibitors | hit rate 0.39% among 280,000; further: nearly all actives have a fitted effect of over 55% in size
Target sequence (P10636 561-689 P618L limits assumed): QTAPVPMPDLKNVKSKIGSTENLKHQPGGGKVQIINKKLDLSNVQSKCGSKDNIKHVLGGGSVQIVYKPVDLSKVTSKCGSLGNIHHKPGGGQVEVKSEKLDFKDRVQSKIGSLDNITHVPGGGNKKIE
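Read-out: fluorescence polarization of Alexa 594-labeled tau (0.24 uM), 555 nm excitation, 632 nm emission. Mixtures held 15 uM unlabeled K18 P301L, compound and 20 uM heparin, pH 7 acetate buffer, incubated 6 hr at 37 C.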
L3MBTL1 block: qHTS Assay for the Inhibitors of L3MBTL1; AlphaScreen L3MBTL1–H3K9me1 peptide binding; hit rate 0.66% among 230,000; AID 485360, 2010; Potency, µM (doses to about 57.1 µM), without a hit: top-dose activity, negative = inhibition, actives largely listed as inhibitors; Lethal(3)malignant brain tumor-like protein 1 (Homo sapiens), Q9Y468; further: nearly all actives have a fitted effect of over 60% in size
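AlphaScreen proximity signal between nickel-chelate acceptor and streptavidin donor beads (final 10 ug/mL) reports binding of 50 nM L3MBTL1 to 75 nM biotin-H3 K9me1 peptide; complex incubated with compounds 30 min at room temperature; cefsulodin titration as control.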
TexasRed fluor: Total Fluorescence Counterscreen for Inhibitors of the Interaction of Thyroid Hormone Receptor and Steroid Receptor Coregulator 2. AID 1479, 2009. TRb/SRC2 Texas Red total fluorescence interference. Potency, µM (top dose mostly 106 µM), without a hit: at the top dose fluorescence change, negative = quenching. hit rate 0.29% among 280,000; active means well fitted curve in either direction with a large enough effect; inconclusive means small, poorly fitted or top-dose-only effect
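Human TRb ligand-binding domain at 0.6 uM with 20 nM Texas Red SRC2 peptide in Tris buffer containing 1 uM T3 and 5% DMSO, incubated with compound 5 h at ambient temperature. Total fluorescence (555/632 nm) calculated as parallel + 2 × perpendicular.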
Tau fibril ThT: qHTS for Inhibitors of Tau Fibril Formation, Thioflavin T Binding; recombinant tau K18 P301L, heparin-induced fibrillization, ThT fluorescence; Potency, µM (highest dose often 57.4 µM), inactives show top-dose activity, negative = inhibition, most hits filed as inhibitors; hit rate 2.1% among 270,000; further: nearly all actives have a fitted effect of over 55% in size
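In this qHTS, human K18 P301L tau is incubated with compound and heparin for 6 hr at 37 C, and Thioflavin T fluorescence then reports fibril load.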
ALDH1A1 inh: qHTS Assay for Inhibitors of Aldehyde Dehydrogenase 1 (ALDH1A1); Aldehyde dehydrogenase 1A1 (Homo sapiens), P00352; Purified ALDH1A1, NADH fluorescence, propionaldehyde substrate; Potency, µM (top dose mostly 75.3 µM), for inactives: at the top dose activity, negative = inhibition, actives largely listed as inhibitors; hit rate 7.3% among 220,000; active means well fitted inhibition curve with a large enough effect, not every such curve was filed as active; inconclusive means small, poorly fitted or top-dose-only effect, or another doubt; inactive means no such curve, though single readings can be large or run the other way;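 further: plate controls were no enzyme wells and a reference inhibitor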
Target sequence (P00352 whole entry, looked up): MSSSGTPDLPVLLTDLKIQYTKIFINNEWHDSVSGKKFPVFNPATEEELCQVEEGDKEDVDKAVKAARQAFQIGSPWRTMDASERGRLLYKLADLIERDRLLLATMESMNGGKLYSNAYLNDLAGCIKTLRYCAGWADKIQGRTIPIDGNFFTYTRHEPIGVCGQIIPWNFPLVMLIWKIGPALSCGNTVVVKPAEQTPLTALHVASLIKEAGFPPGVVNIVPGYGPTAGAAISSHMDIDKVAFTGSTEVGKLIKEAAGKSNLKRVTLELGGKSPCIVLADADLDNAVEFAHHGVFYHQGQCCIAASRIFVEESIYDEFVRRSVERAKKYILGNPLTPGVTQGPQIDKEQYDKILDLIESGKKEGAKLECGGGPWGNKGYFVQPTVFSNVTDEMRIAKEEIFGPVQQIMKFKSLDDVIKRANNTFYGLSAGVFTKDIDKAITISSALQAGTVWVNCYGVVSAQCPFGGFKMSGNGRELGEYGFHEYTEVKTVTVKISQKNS
Tau fluor cs: Counterscreen qHTS for Inhibitors of Tau Fibril Formation, Fluorescence Polarization; tau K18 P301L (four-repeat tau fragment) Alexa594 fluorescence, heparin fibrillization; Potency, µM (series often up to 57.7 µM), without a hit: top-dose activity change, negative = decrease; hit rate 0.93% among 280,000; AID 1463, 2008; further: nearly all actives have a fitted effect of over 55% in size
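Human K18 P301L tau (15 uM unlabeled plus 0.24 uM Alexa 594-labeled, final) in 100 mM sodium acetate pH 7 was mixed with compound and 20 uM heparin and incubated 6 hr at 37 C.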
GLA spleen mod: qHTS Assay for Inhibitors and Activators of Human alpha-Galactosidase From Spleen Homogenate. Alpha-galactosidase A (Homo sapiens), P06280. human spleen homogenate, 4MU-alpha-Gal fluorescence, 40 min. hit rate 0.008% among 240,000. Potency, µM (series often up to 80 µM), inactives show top-dose activity change, negative = inhibition, hits mostly inhibitors;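 further: 0% = enzyme with vehicle and -100% = no enzyme basal signal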
Target sequence (P06280 32-429 limits assumed): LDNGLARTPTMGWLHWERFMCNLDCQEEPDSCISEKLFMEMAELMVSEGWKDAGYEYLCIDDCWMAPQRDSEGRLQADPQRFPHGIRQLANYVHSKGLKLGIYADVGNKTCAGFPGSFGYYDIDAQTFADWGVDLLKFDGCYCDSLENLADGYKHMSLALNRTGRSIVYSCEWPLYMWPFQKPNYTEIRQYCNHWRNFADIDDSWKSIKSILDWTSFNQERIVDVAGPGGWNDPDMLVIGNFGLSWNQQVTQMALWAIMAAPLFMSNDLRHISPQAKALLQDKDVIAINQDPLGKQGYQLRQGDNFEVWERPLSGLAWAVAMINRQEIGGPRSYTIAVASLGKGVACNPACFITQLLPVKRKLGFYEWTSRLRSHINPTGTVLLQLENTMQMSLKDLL
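Inhibition or activation of alpha-galactosidase in human spleen homogenate is scored by 4-MU fluorescence after 40 min at 37C, pH 5.0, with 1 mM substrate. AC50s come from concentration-response fitted to the Hill equation.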
Active calls of the source: *; ? = inconclusive; nt = no result given; [ ] = remark or other dose. Unless noted, the call rests on the fitted dose curve; in most records, active means well fitted curve in the direction sought with a large enough effect; inconclusive means small, poorly fitted or top-dose-only effect, or another doubt; inactive means no such curve, though single readings can be large; an effect the other way counts as inactive or inconclusive. Unless noted, on the % scale 0 is the no-effect control and ±100 the full control effect; potency means the concentration at half of the fitted maximal effect.

Sample of the layout, 6 compounds:
SMILES	TRb SRC2 PPI	Tau fibril FP	L3MBTL1 block	TexasRed fluor	Tau fibril ThT	ALDH1A1 inh	Tau fluor cs	GLA spleen mod
COc1ccc(-n2c(N)c(C#N)c3ccc([N+](=O)[O-])cc3c2=O)cc1	1%	3%	-2%	-5%	-11%	?	-10%	-8%
CC(C)/C(=N/Nc1ccccc1[N+](=O)[O-])c1ccccc1	1%	2%	?	-1%	?	4%	-19%	1%
CCCCC(=O)NC(NC(=S)N1CCCCCC1)C(Cl)(Cl)Cl (stereo unspecified)	0%	2%	9%	-5%	0%	-7%	0%	-12%
CC1CCN(c2ccccc2NC(=S)NC(=O)c2cccs2)CC1	-7%	-15%	-16%	-2%	-1%	?	?	-10%
CS(=O)(=O)c1[nH]nc(-c2cccc(Cl)c2)c1C#N	-1%	6%	5%	-4%	8%	nt	0%	4%
COC(=O)c1cc(C(=O)OCC(=O)N(C)C2CCS(=O)(=O)C2)cc([N+](=O)[O-])c1 (stereo unspecified)	-2%	9%	-4%	1%	9%	7%	8%	1%

Main list, from the first entry:
SMILES	TRb SRC2 PPI	Tau fibril FP	L3MBTL1 block	TexasRed fluor	Tau fibril ThT	ALDH1A1 inh	Tau fluor cs	GLA spleen mod
COc1ccc(-n2c(N)c(C#N)c3ccc([N+](=O)[O-])cc3c2=O)cc1	1%	3%	-2%	-5%	-11%	?	-10%	-8%
CC(C)/C(=N/Nc1ccccc1[N+](=O)[O-])c1ccccc1	1%	2%	?	-1%	?	4%	-19%	1%
CCCCC(=O)NC(NC(=S)N1CCCCCC1)C(Cl)(Cl)Cl (stereo unspecified)	0%	2%	9%	-5%	0%	-7%	0%	-12%
CC1CCN(c2ccccc2NC(=S)NC(=O)c2cccs2)CC1	-7%	-15%	-16%	-2%	-1%	?	?	-10%
CS(=O)(=O)c1[nH]nc(-c2cccc(Cl)c2)c1C#N	-1%	6%	5%	-4%	8%	nt	0%	4%
COC(=O)c1cc(C(=O)OCC(=O)N(C)C2CCS(=O)(=O)C2)cc([N+](=O)[O-])c1 (stereo unspecified)	-2%	9%	-4%	1%	9%	7%	8%	1%
Cc1nn(C)cc1-c1n[nH]c(=S)n1-c1ccc(Cl)cc1	2%	-12%	8%	1%	1%	2%	4%	3%
C/C(=N\Nc1ccc2nncn2n1)c1ccc(Br)s1	2%	3%	10%	-2%	?	nt	-27%	4%
COC(=O)CSc1[nH]c2cc(C)ccc2c1[N+](=O)[O-]	1%	2%	1%	-7%	?	7%	-24%	4%
Cc1ccc(CNC(=O)C2CCCN(c3nc4c(C)cc(C)cc4s3)C2)cc1 (stereo unspecified)	0%	5%	nt	-10%	-18%	nt	-24%	nt
O=C(N/N=C/c1ccc(Br)s1)c1ccco1	-1%	5%	12%	-1%	-13%	nt	-18%	-3%
Cc1cccc(OCC(=O)NCC(=O)N/N=C/c2ccc([N+](=O)[O-])cc2)c1	5%	-6%	nt	-1%	?	7%	-27%	-3%
CCCc1nc2oc3c(NCC4CCCO4)ncnc3c2c2c1COC(C)(C)C2 (stereo unspecified)	9%	-1%	-1%	-2%	-1%	?	-3%	2%
O=C(CCCCn1c(=O)[nH]c2ccccc2c1=O)NCc1ccc2c(c1)OCO2	2%	-2%	0%	1%	-16%	8%	-14%	-3%
O=C(NNC(=O)c1cccnc1SCc1cccc([N+](=O)[O-])c1)c1cccnc1	-1%	1%	6%	0%	-9%	?	-10%	-8%
CCc1sc(N2C(=O)C3C4CCC(C4=C(C)C)C3C2=O)nc1-c1ccccc1 (stereo unspecified)	-6%	4%	nt	-3%	-20%	?	-16%	14%
O=C(OCC(=O)N1CCCC1)c1cccs1	-17%	-10%	0%	2%	3%	3%	3%	-7%
CCOC(=O)C(CSCC(=O)c1ccc(Br)cc1)NC(=O)OC(C)(C)C (stereo unspecified)	-18%	-2%	nt	-4%	?	?	-22%	5%
CCOc1ccccc1-n1nnnc1SCC(=O)NCc1ccco1	0%	6%	-5%	0%	6%	?	10%	-6%
CCN(CC)CCCOC(=O)C(c1ccccc1)c1ccccc1	4%	2%	5%	-1%	-6%	-16%	-3%	4%
CCOC(=O)CC1c2cc(OCC)c(OCC)cc2CCN1C(=O)Nc1cccc(Cl)c1 (stereo unspecified)	7%	-9%	nt	-2%	-5%	nt	-20%	nt
O=S(=O)(Nc1ccc(-c2cn3ccccc3n2)cc1)c1ccccc1	-3%	-17%	-13%	-2%	-17%	nt	?	-19%
C/C(CC(=O)Nc1ccc(Cl)cc1C(F)(F)F)=N\NC(N)=S	-1%	2%	2%	1%	-6%	nt	-4%	7%
O=C(COC(=O)c1cc[n+]([O-])cc1)Nc1ccc(Cl)cc1[N+](=O)[O-]	-9%	6%	0%	2%	-1%	6%	0%	3%
CCCCOc1ccc(CNC(=S)N/N=C/c2ccc(OC)c(OC)c2)cc1	-7%	-1%	nt	-8%	-4%	-5%	?	-8%
Cc1ccc(NC(=O)CN2C(=O)COc3ccc(S(=O)(=O)N4CCCCC4)cc32)cc1Cl	8%	-21%	nt	-1%	4%	nt	?	nt
O=C(N[C@@H](Cc1ccc(O)cc1)C(=O)O)c1cccnc1	-7%	2%	10%	-2%	-2%	3%	1%	12%
O=C(C1CCC(C(=O)N2CCCCC2)CC1)N1CCCCC1 (stereo unspecified)	6%	2%	8%	-4%	5%	-10%	4%	4%
CC(=O)NCCC(=O)N1CCCC(C(=O)c2ccc3c4c(cccc24)CC3)C1 (stereo unspecified)	1%	4%	-3%	1%	-10%	?	-21%	-5%
C/C(=N\NC(=O)c1ccc(Br)cc1)c1ccccc1	3%	0%	2%	2%	-16%	1%	3%	1%
COc1ccc(C(=O)N2CCn3c(C)ccc3C2C)cc1 (stereo unspecified)	-10%	-13%	-8%[11.4 µM]	2%	?	?	-8%	6%
O=C(NCCc1ccccn1)c1ccc(NS(=O)(=O)c2ccc(F)cc2)cc1	-5%	-5%	nt	-1%	-1%	4%	-1%	1%
O=C(C1CCCCC1)N1CCC(n2nnc3ccccc32)CC1	-13%	2%	3%	-1%	-1%	14µM*	0%	2%
COc1ccc(CNC(=O)c2cc(-c3cc(C)ccc3O)n[nH]2)cc1	-1%	-11%	12%	-7%	-7%	nt	-22%	-4%
COc1ccc(CCNC(=O)c2cc(-c3ccc(Cl)c(Cl)c3)oc2C)cc1	-22%	0%	0%	6%	-1%	-2%	-5%	17%
O=c1oc2ccc3ccccc3c2cc1-c1nnc(Nc2cccc(C(F)(F)F)c2)s1	-5%	-4%	nt	-48%	4%	nt	6%	nt

Results in Tau fluor cs, TexasRed fluor and TRb SRC2 PPI, for 2 of the compounds above:
mol | Tau fluor cs | TexasRed fluor | TRb SRC2 PPI
COc1ccc(CCNC(=O)c2cc(-c3ccc(Cl)c(Cl)c3)oc2C)cc1 | -5% | 6% | -22%
O=c1oc2ccc3ccccc3c2cc1-c1nnc(Nc2cccc(C(F)(F)F)c2)s1 | 6% | -48% | -5%

New compounds follow:
SMILES	TRb SRC2 PPI	Tau fibril FP	L3MBTL1 block	TexasRed fluor	Tau fibril ThT	ALDH1A1 inh	Tau fluor cs	GLA spleen mod
CCn1nc(-c2ccccc2)c(-c2ccccc2)c(C(=O)Nc2nc(C)c(C(C)=O)s2)c1=O	0%	-1%	nt	-1%	-9%	nt	-7%	nt
COc1ccc(-n2cc(C#N)c(=O)[nH]c2=O)cc1	6%	-12%	?	-2%	-1%	-5%	-8%	4%
CCc1ccc(NS(=O)(=O)c2ccc3[nH]cc(C(=O)NCC4CCCO4)c(=O)c3c2)cc1 (stereo unspecified)	-2%	?	-6%	-7%	?	?	?	11%
C=CCN1C(=O)C(C)NC1=S (stereo unspecified)	-10%	-7%	59%[activator]	-6%	?	nt	-5%	0%
CNC(=O)CC(C(=O)O)c1ccc(OCC(C)C)cc1 (stereo unspecified)	1%	?	1%	-2%	7%	-1%	-1%	-4%
O=C(Nc1nnc(-c2cccs2)o1)c1cccc(C(F)(F)F)c1	-1%	-2%	nt	0%	-13%	-5%	-16%	7%
Cc1ccc(S(=O)(=O)N2CCN(C(C(=O)Nc3ccc(F)cc3)c3ccccc3)CC2)cc1 (stereo unspecified)	-2%	-8%	-7%	2%	-6%	?	-21%	1%
Cc1oc(-c2ccccc2F)nc1CN1CCC(C(=O)NCCc2ccc(Cl)cc2)CC1	-9%	3%	nt	-22%	-10%	nt	-13%	nt
CCOC(=O)C1CCCN(Cc2nc(CC3CC3)no2)C1 (stereo unspecified)	2%	-6%	nt	1%	nt	nt	-22%	0%
CCc1ccc(NC(=O)CSc2nc3ccccc3c(=O)n2CCCC(=O)NCCCN2CCOCC2)cc1	2%	3%	nt	-5%	-10%	-1%	-14%	-5%
COc1ccccc1NC(=O)c1c([N+](=O)[O-])c(C(C)(C)C)nn1C	-5%	5%	-6%	-1%	-8%	nt	-9%	1%
CN(C)CCCNC(=O)c1ccc(/C=N/O)nc1	0%	-2%[2.34 µM]	18%	-2%	-16%	4%	-10%	3%

Part of the list above, as a markdown table:
| SMILES | TRb SRC2 PPI | Tau fibril FP | L3MBTL1 block | TexasRed fluor | Tau fibril ThT | ALDH1A1 inh | Tau fluor cs | GLA spleen mod |
| --- | --- | --- | --- | --- | --- | --- | --- | --- |
| Cc1cccc(OCC(=O)NCC(=O)N/N=C/c2ccc([N+](=O)[O-])cc2)c1 | 5% | -6% | nt | -1% | ? | 7% | -27% | -3% |
| CCCc1nc2oc3c(NCC4CCCO4)ncnc3c2c2c1COC(C)(C)C2 (stereo unspecified) | 9% | -1% | -1% | -2% | -1% | ? | -3% | 2% |
